PriA SSB inh – inhibitors of Klebsiella pneumoniae PriA binding to SSB C-terminal tail, primary screen, biochemical, AlphaScreen | AlphaScreen SSBct-PriA binding, biotinylated peptide | PriA–SSB C-terminal tail interaction (Klebsiella pneumoniae) | AID 1272365, 2023 | 430,000 tested, 0.6% active | inhibition, % at 33 µM; in the data active = inhibition mostly above about 37%, no sharp cut-off; inactive = mostly below about 20%;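 note: plate controls were negative control peptide for no effect and reference peptide for full effect; strong numbers were not always called active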
VHR inh abs – VHR1 phosphatase inhibitors, primary screen, biochemical, absorbance, uHTS; Dual specificity protein phosphatase 3 (Homo sapiens), P51452; recombinant VHR phosphatase, pNPP absorbance; inhibition, % at 13.3 µM; 290,000 tested, 0.52% active; in the data active = inhibition above about 50%; note: some compounds called inactive have numbers as strong as hits
CCHF vOTU inh – CCHFV vOTU protease inhibitors, primary screen, biochemical, Pep-AMC substrate, fluorescence. Crimean-Congo hemorrhagic fever virus L polyprotein viral ovarian tumor (vOTU) protease …. inhibition, % at 11.5 µM. 370,000 tested, 0.55% active; in the data active = inhibition above about 30%; note: 0% = vehicle wells with enzyme and 100% = no enzyme wells
BH1578 lux ind – inducers of Vibrio cholerae quorum light production without autoinducers, primary screen, BH1578 luxS cqsA deficient, single point; V. cholerae BH1578 lux reporter, luminescence, 6 h; 350,000 tested, 0.16% active; activation, % at 18.7 µM; in the data active = activation mostly above about 9.7%, no sharp cut-off; note: not every result past the cut was called active; inactives centre near 0; reference of the scale not given here
MazEF act – activators of E. coli MazEF toxin-antitoxin RNase, primary screen, biochemical, fluorescence, uHTS. FAM/BHQ RNA-DNA oligo cleavage fluorescence, 5 h. activation, % at 20 µM. 350,000 tested, 0.32% active. AID 504720, 2011; in the data active = activation above about 50%
3CLpro inhibitor – SARS-CoV 3CLpro protease inhibitors, primary screen, biochemical, quenched FRET | Replicase polyprotein 1ab (Severe acute respiratory syndrome coronavirus), P0C6X7 | recombinant SARS-CoV 3CLpro, quenched FRET peptide cleavage | inhibition, % at 6 µM | 290,000 tested, 0.14% active | AID 1706, 2009; in the data active = inhibition above about 12%
Y pestis TopoI – Yersinia pestis topoisomerase I inhibitors, primary screen, biochemical, cleavage product accumulation, plate reader, single point; 360,000 tested, 0.064% active; activity, % at 10 µM; Y. pestis Topo-I cleavage product accumulation; AID 504884, 2011; in the data active = activity above about 50%, passing the limit was not always enough; note: inactives centre near 2
Rv3671c inh – Rv3671c serine protease inhibitors, primary screen, biochemical, fluorescence polarization, M. tuberculosis H37Rv | inhibition, % at 5.96 µM | 320,000 tested, 0.048% active | AID 2606, 2010; in the data active = inhibition above about 38%;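 note: extracellular domain of Rv3671c used as enzyme; 0% = enzyme with DMSO and 100% = no enzyme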
PrPC surface inh – inhibitors of human cell surface prion protein PrPC, primary screen, cell-based, TR-FRET; TR-FRET read-out; Major prion protein (Homo sapiens), P04156; inhibition, % at 13.8 µM; 370,000 tested, 0.43% active; AID 720596, 2013; in the data active = inhibition above about 24%; note: 0% = median of the test wells and 100% = reference compound wells
TcdB inh – TcdB glycohydrolase inhibitors, primary screen, biochemical, single point, plate reader | TcdB glycohydrolase enzymatic assay | inhibition, % at 9.99 µM | 350,000 tested, 0.24% active; in the data active = inhibition above about 10%
Target sequence (P18177 whole entry, looked up): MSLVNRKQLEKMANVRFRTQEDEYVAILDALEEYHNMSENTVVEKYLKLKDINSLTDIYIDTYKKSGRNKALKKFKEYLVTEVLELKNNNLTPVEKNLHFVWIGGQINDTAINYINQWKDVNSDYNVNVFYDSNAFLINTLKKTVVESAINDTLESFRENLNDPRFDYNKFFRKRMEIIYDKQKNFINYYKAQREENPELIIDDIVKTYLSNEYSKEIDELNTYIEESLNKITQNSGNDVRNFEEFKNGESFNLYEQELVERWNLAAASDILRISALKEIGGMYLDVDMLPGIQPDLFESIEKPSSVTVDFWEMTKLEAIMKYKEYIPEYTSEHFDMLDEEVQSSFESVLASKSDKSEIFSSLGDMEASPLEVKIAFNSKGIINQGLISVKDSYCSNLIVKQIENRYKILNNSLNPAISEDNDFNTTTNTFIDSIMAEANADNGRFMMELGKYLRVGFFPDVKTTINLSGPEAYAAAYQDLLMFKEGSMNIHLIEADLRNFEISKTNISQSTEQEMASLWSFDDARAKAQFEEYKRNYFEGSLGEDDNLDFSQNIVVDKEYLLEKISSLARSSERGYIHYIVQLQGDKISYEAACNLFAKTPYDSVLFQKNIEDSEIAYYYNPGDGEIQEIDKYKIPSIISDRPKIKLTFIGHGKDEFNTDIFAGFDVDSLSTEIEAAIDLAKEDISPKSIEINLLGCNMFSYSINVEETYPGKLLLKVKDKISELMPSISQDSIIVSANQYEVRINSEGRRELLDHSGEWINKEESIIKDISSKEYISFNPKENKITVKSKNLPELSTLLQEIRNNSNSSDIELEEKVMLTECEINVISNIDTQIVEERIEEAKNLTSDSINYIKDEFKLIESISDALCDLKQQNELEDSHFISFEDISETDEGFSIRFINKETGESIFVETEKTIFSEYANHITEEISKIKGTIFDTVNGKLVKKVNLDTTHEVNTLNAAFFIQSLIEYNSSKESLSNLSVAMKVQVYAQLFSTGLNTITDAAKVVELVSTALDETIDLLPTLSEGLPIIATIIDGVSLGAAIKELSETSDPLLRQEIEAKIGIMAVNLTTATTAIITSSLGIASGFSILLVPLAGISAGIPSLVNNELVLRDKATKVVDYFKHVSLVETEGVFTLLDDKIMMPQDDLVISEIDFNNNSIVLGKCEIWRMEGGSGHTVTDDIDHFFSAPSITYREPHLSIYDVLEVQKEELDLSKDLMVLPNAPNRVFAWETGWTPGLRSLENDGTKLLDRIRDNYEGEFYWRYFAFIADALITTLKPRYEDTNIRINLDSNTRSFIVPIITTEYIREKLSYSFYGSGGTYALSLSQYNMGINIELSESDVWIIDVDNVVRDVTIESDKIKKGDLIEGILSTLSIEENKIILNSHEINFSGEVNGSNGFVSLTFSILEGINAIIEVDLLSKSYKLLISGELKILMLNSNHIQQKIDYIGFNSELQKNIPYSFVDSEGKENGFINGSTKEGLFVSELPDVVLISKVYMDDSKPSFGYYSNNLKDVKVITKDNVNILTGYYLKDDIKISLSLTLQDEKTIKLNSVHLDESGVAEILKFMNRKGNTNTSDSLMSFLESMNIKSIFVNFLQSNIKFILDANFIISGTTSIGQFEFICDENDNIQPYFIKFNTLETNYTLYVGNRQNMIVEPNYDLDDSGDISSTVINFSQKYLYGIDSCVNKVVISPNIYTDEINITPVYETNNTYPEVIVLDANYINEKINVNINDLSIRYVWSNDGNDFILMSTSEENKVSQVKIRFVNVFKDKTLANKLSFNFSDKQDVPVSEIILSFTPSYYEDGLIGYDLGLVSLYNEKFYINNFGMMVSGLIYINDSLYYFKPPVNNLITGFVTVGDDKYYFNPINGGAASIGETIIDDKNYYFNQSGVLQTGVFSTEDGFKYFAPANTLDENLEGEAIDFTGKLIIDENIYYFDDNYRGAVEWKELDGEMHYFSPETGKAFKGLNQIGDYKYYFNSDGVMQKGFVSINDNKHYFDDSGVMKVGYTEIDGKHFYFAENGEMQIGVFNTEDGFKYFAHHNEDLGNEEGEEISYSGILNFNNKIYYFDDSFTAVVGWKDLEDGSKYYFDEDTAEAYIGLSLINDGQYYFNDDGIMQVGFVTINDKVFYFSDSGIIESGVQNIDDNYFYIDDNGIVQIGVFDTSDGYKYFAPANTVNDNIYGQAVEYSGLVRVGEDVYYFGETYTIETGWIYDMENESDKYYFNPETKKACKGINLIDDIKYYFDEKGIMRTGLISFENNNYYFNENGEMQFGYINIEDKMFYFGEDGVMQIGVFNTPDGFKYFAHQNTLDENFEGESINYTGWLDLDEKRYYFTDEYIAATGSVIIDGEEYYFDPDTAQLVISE
An asterisk follows results filed as active; i = inactive; x = not tested or not shown; & = joins results of further samples.

SMILES	PriA SSB inh	VHR inh abs	CCHF vOTU inh	BH1578 lux ind	MazEF act	3CLpro inhibitor	Y pestis TopoI	Rv3671c inh	PrPC surface inh	TcdB inh
CCOC(=O)CC(NCc1ccc(OC)c(OCC)c1)c1ccc(C)cc1 (configuration not stated)	-13	12	8	i	11	-1	10	-5	-3	1.7
Cc1ccc(NC(=O)[C@H](Cc2ccccc2)NC(=O)[C@@H]2Cc3ccccc3CN2)c(C)c1	5	13	9	-7.1	10	2	7	-12	0	-2.4
COc1cc(/C=C/C(=O)Nc2cc(C(F)(F)F)ccc2Cl)cc(OC)c1OC	-8	26	9	-1.3	4	1	0	-27	8	x
O=C(CCc1c[nH]c2ccccc12)OCC(=O)N1CCN(S(=O)(=O)c2ccccc2)CC1	-1	x	7	i	-1	x	-7	8	5	-0.3
Cc1cc2oc(=O)cc(COC(=O)c3n[nH]c4ccccc34)c2cc1C	-16	3	-1	-0.4	-45	0	1	-8	18	x
CCOC(=O)C1=C(COC(=O)CCOc2ccc(C)cc2)NC(=O)NC1C (configuration not stated)	-7	x	-9	-0.3	-7	x	0	0	-5	2.0
CC(C)Nc1nnc(SCc2cc(=O)n3ccsc3n2)s1	-7	13	6	-0.5	4	-1	7	8	1	1.4
O=C(c1ccc(Nc2cccc(C(F)(F)F)c2)nc1)N1CCCC1	7	12	3	-0.7	-3	2	-15	-14	8	-3.4
COc1cccc(CNc2ccc([N+](=O)[O-])cc2C)c1	11	18	24	-0.2	1	2	2	-2	0	-4.2
COc1ccc(C2NC(=O)NC(C)=C2C(=O)OC2CCCCC2)cc1 (configuration not stated)	x	x	42*	-0.8	-1	x	14	x	-11	-2.0
CCOC(=O)C1(C(F)(F)F)N=C(c2cccnc2)OC(N2CCCCC2)=N1 (configuration not stated)	-4	0	2	i	1	-1	-4	3	0	x
Cc1ccccc1OCc1nnc2c3cnn(C)c3ncn12	-14	-3	12	i	-3	6	-4	-6	7	x
COc1ccccc1N1CCN(C(=S)Nc2ccc(S(=O)(=O)N3CCOCC3)cc2)CC1	-4	18	-4	-0.4	4	1	28	-11	8	0.7
Cc1ccc(CNS(=O)(=O)c2ccc3oc(C(=O)O)c(C)c3c2)cc1	-3	3	2	5.6	-6	1	4	-5	5	x
O=C(Cn1nnc(-c2ccccc2)n1)NC(=O)NC1CCCC1	-16	x	4	-0.5	4	x	5	-1	1	0.6
COC(=O)c1sc(NC(=O)CSc2nc3cccnc3n2C)nc1C	-5	-4	-4	-0.4	7	-4	-4	-20	6	0.6
CNc1nc2ccccc2n1/N=C/c1cccc(OC)c1OC	x	31	-2	i	4	-1	0	3	-8	x
COc1ccc(NC(=O)CN(C)C(=O)Cc2ccc3c(c2)CCC3)cc1	-6	14	-3	-0.5	0	-1	2	-13	0	0.3
CC(C)Oc1cc2ccccc2cc1CNC[C@H]1O[C@@H](n2cnc3c(N)ncnc32)[C@H](O)[C@@H]1O	-1	x	-12	i	7	x	0	3	-7	0.4
CCOc1ccc(-c2cc(C)[n+](CCN(CC)CC)c(-c3ccc(OCC)cc3)c2)cc1	-8	10	-16	-1.1	18	-4	9	0	-13	2.6
C=CCCC(=O)N1CCC(Oc2cccc(C(=O)NCc3ccccn3)c2)CC1	-4	2	6	-0.5	4	-1	7	0	-1	0.1
O=C1CN(C(=O)c2ccco2)c2ccccc2N1	-10&-10&-1	2	11	-1.4	4	4	5	3	-1	x
N#CCC(=O)N/N=C\c1cc(Br)ccc1OC/C=C/c1ccccc1	x	11	-7	i	-12	3	28	x	0	-1.0
N#CCCN(C(=O)COC(=O)/C=C/c1cccs1)c1ccccc1	-25	x	5	1.0	11	x	10	-3	-3	0.1
C=CCOc1ccccc1/C=N/NC(=O)Cc1ccccc1	x	14	7	i	4	-6	10	8	5	-3.5
CC(=O)c1cccc(OCC(=O)N(CCC2=CCCCC2)c2c(N)n(Cc3ccccc3)c(=O)[nH]c2=O)c1	0	x	-7	-0.3	4	x	8	x	1	1.6
CC(C)CN(C(=O)COc1ccc([N+](=O)[O-])cc1)c1c(N)n(CC(C)C)c(=O)[nH]c1=O	6	x	-4	i	-18	x	-6	2	3	0.2
O=C(N=c1ccn(-c2nc3ccccc3nc2NS(=O)(=O)c2ccccc2)cc1)c1cccs1	-15	3	5	-0.2	413*	4	1	-2	-6	1.1
COc1ccc(CNC(=O)CN(C)S(=O)(=O)c2ccc3c(c2)OCCO3)cc1OC	2	x	8	-2.5	10	x	13	5	-7	-0.9
Cc1ccc(C(=O)O/N=C2\CCSc3ccc(C)cc32)cc1	x	8	-4	-2.1	-1	3	13	-9	-4	x
CCCCn1c(N)c(N(CCOC)C(=O)CN2C(=O)c3ccccc3C2=O)c(=O)[nH]c1=O	2	-9	-3	-0.4	-3	0	-5	-1	1	-0.2
CCCc1cc(C(=O)Nc2ccc(OC)cc2[N+](=O)[O-])cs1	32	13	11	-0.4	23	2	29	x	-14	0.0
Cc1nc(NCCc2ccccc2)c2nnn(Cc3ccccc3Cl)c2n1	-2	-4	-4	-1.5	-11	5	5	-9	4	3.6
CCOC(=O)NC(=O)c1cn(C(CC)CO)c(=O)[nH]c1=O (configuration not stated)	-6	7	-11	-0.4	4	2	-4	-2	8	0.8
COCCNC(=O)COc1cccc2c1OC(C)(C)C2	-21	22	-7	-0.3	5	2	3	1	-11	-2.7
CCN(CC(=O)Nc1ccc2c(c1)OCCO2)C(=O)c1ccc(CS(C)(=O)=O)cc1	-8	x	0	i	7	x	7	0	-1	-0.2
COc1ccccc1NC(=S)Nc1ccccc1F	-8	0	12	i	0	2	5	-1	2	x
CN1CCN(C(=O)CN2C(=O)COc3ccc(S(=O)(=O)N4CCOCC4)cc32)CC1	-9	14	-2	i	9	-2	4	4	4	0.3
CC(C)CC(=O)NCC(C)NC(=O)CC(C)C (configuration not stated)	2	10	-14	i	-1	4	-3	18	-4	x
N#CC1(NC(=O)COC(=O)C2=COCCO2)CCCCC1	-1	x	-7	-5.0	-1	x	5	-6	-1	-0.4
CC1(C(=O)NS(=O)(=O)Cc2ccccc2C(F)(F)F)CCN1C(=O)Cc1ccccc1 (configuration not stated)	x	x	15	i	x	x	5	x	-1	1.3
Cc1ccc2ccccc2c1CSc1nc(N)nc2c1ncn2CC(C)C	-3	x	5	i	-6	x	1	x	7	0.8
O=C(O)Cn1c(SCc2cccc3ccccc23)nc2ccccc21	-9	36	-7	i	-1	2	5	-5	-1	x
O=C(c1ccco1)N1CCN(CC(=O)N2c3ccccc3CCc3ccccc32)CC1	2	14	-2	-2.1	8	3	0	3	1	x
N#C/C(=C/c1ccc(O)c([N+](=O)[O-])c1)C(=O)Nc1ccccc1	8	-15	16	i	-5	3	3	-2	9	-0.9
C=CCNCCCOc1ccc(Cl)cc1Br	-7	-5	-16	-1.0	9	0	-3	1	0	2.3
COc1ccc(N=C2SC(C(N)=O)CC(=O)N2Cc2ccc3c(c2)OCO3)cc1 (configuration not stated)	2	10	-10	-0.6	-6	0	-2	-12	6	-0.6
COc1cccc(-n2cc3c(c2-c2ccccc2)c(=O)n(C)c(=O)n3C)c1	2	7	-3	i	14	1	8	-3	1	x
O=C1CN(C(=O)CN2CCN(S(=O)(=O)c3ccccc3F)CC2)c2ccccc2N1	x	x	-10	-0.3	3	x	-6	x	-2	-0.1
O=C(Nc1cccc(F)c1)NC1(C(=O)N2CCC(O)CC2)CCCCC1	-6	39	-5	-0.6	13	-3	5	-2	-2	-1.7

(next part)
SMILES	PriA SSB inh	VHR inh abs	CCHF vOTU inh	BH1578 lux ind	MazEF act	3CLpro inhibitor	Y pestis TopoI	Rv3671c inh	PrPC surface inh	TcdB inh
C=CCSc1nnc(NC(=O)c2cccc(S(=O)(=O)N3CCOCC3)c2)s1	-10	-9	9	i	-1	3	7	9	2	x
CN1CCC(=O)N([C@H](CSc2ccc(Br)cc2)Cc2ccccc2)CC1	7	-4	-9	-0.6	-16	x	-4	-6	-8	0.2
CC(=O)c1c(C)[nH]c(C)c1C(C)=O	-4	30	4	i	-12	4	-10	-7	-3	x
N#CCc1nn(Cc2ccc(F)cc2)c(=O)c2ccccc12	-23	2	5	0.6	-2	4	-6	-2	6	-0.7
COc1ccc(S(=O)(=O)N2CCN(C(=O)CCNC(=O)c3ccccc3Cl)CC2)cc1	-8	x	-4	0.7	-3	x	2	5	-1	2.5
CC(NC(=O)C(Cc1ccccc1)n1cccc1)c1ccccc1 (configuration not stated)	-2	25	-4	i	-38	0	3	-5	7	0.1
COC(CNC(=O)Cc1c(C)nc2c(-c3ccccc3)c(C)nn2c1C)OC	-3	15	5	i	7	-7	-16	-6	0	2.6
COC(=O)c1cc(-n2cccc2)ccc1N1CCOCC1	3	10	-7	-1.2	4	-3	-1	-19	7	0.8
CCOC(=O)Nc1ccc2c(c1)N(C(=O)CCN(CC)CC)c1ccccc1S2=O (configuration not stated)	-8	x	-11	0.6	1	-1	-1	-1	-4	-0.1
CCN(CC)C(=O)C1=C(C)N(Cc2ccc(F)cc2)C(=O)C(CC(=O)NCCCCc2ccccc2)C1 (configuration not stated)	x	x	23	-0.8	8	x	17	x	-4	-0.2

In the list so far, these have an NH in an aromatic ring:
SMILES	PriA SSB inh	VHR inh abs	CCHF vOTU inh	BH1578 lux ind	MazEF act	3CLpro inhibitor	Y pestis TopoI	Rv3671c inh	PrPC surface inh	TcdB inh
O=C(CCc1c[nH]c2ccccc12)OCC(=O)N1CCN(S(=O)(=O)c2ccccc2)CC1	-1	x	7	i	-1	x	-7	8	5	-0.3
Cc1cc2oc(=O)cc(COC(=O)c3n[nH]c4ccccc34)c2cc1C	-16	3	-1	-0.4	-45	0	1	-8	18	x
CC(=O)c1cccc(OCC(=O)N(CCC2=CCCCC2)c2c(N)n(Cc3ccccc3)c(=O)[nH]c2=O)c1	0	x	-7	-0.3	4	x	8	x	1	1.6
CC(C)CN(C(=O)COc1ccc([N+](=O)[O-])cc1)c1c(N)n(CC(C)C)c(=O)[nH]c1=O	6	x	-4	i	-18	x	-6	2	3	0.2
CCCCn1c(N)c(N(CCOC)C(=O)CN2C(=O)c3ccccc3C2=O)c(=O)[nH]c1=O	2	-9	-3	-0.4	-3	0	-5	-1	1	-0.2
CCOC(=O)NC(=O)c1cn(C(CC)CO)c(=O)[nH]c1=O (configuration not stated)	-6	7	-11	-0.4	4	2	-4	-2	8	0.8
CC(=O)c1c(C)[nH]c(C)c1C(C)=O	-4	30	4	i	-12	4	-10	-7	-3	x

Screens from PubChem BioAssay.

An excerpt; the hit share may differ from the screen's.
